DAX1 inh-1 – NR0B1 (DAX1) inhibition; P51843; HEK293 Gal4-DAX1 luciferase reporter, luminescence; inhibition, % at 6.75 µM; hit rate 0.99% among 340,000; AID 504766;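 active means inhibition above the mean over all tested compounds plus 3 SD, cut at about 4.2% in these data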;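 further: 0% = DAX1-transfected cells with DMSO and 100% = empty-vector control cells with DMSO; inhibition shows as a rise in luminescence from relieved DAX1 repression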
ssDAF12 agonist – activates DAF-12 receptor from parasite S. stercoralis; hit rate 1% among 370,000; activation, % at 6.8 µM; AID 652126; HEK293 ssDAF-12/GRIP1 lit1-tk-luc reporter, luminescence; % of 3 µM dafachronic acid response;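 active means activation above the mean over all tested compounds plus 3 SD, cut at about 0.9% in these data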;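 further: 0% = DMSO-only wells and 100% = 3 µM delta7-dafachronic acid wells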
ADAM10 inh – inhibitors of human ADAM10; O14672; recombinant ADAM10, EDANS/DABCYL FRET peptide cleavage, 3 h; inhibition, % at 7 µM; hit rate 0.62% among 370,000;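 active means inhibition above a per-campaign cutoff equal to the mean of compounds falling between control-based bounds plus 3 SD, cut at about 20% in these data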;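 further: 0% = DMSO wells while the 100% control is not disclosed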
ADAM17 inh – inhibitors of human ADAM17; AID 720648; hit rate 0.83% among 370,000; recombinant ADAM17, EDANS/DABCYL FRET peptide cleavage; P78536; inhibition, % at 6.95 µM;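 active means inhibition above the mean of compounds lying between control limits plus 3 SD, set per campaign, cut at about 8.5% in these data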;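 further: 0% = DMSO-only wells as the low control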
FXN GAA850 act – activators of GAA850 frataxin (FXN) promoter; HEK293 lucGAA850 FXN promoter luciferase reporter, 24 h; percent of 10 µM SAHA response; activation, % at 6 µM; hit rate 0.56% among 360,000; AID 540364;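 active means activation above the average of all compounds screened plus 3 SD, cutoff fixed separately per campaign, cut at about 7.5% in these data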;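 further: 0% = DMSO wells and 100% = 10 µM SAHA wells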
hcDAF12 agonist – activators of H. contortus DAF-12 nuclear receptor; HEK293 hcDAF-12 lit1-tk-luc reporter, luminescence; 0% DMSO, 100% Δ7-dafachronic acid; AID 652067; hit rate 1.4% among 370,000; activation, % at 6.8 µM;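 active means activation above the mean of all tested compounds plus 3 SD, cut at about 5.5% in these data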;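 further: 100% = response to 3 µM Δ7-dafachronic acid high control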
SMARCA2 act – increases SMARCA2 function in MMTV reporter cells; MG213 cells, MMTV-luciferase reporter, dexamethasone, overnight; activation, % at 9.1 µM; hit rate 1% among 370,000; AID 652017; in the data active means activation above about 7.8%;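 further: 0% = vehicle wells and 100% = reference activator wells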
DAX1 inh-2 – blocks DAX1 repression of SF-1 activated StAR promoter; hit rate 1.1% among 370,000; inhibition, % at 6.8 µM; HEK293T StAR-luciferase reporter, SF-1/DAX-1 repression relief; AID 652010;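 active means inhibition above the mean over all tested compounds plus 3 SD, cut at about 3.6% in these data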;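 further: 0% = DAX-1 cells with DMSO and 100% = cells lacking DAX-1 with DMSO; higher inhibition means more luminescence from relief of DAX-1 repression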
PG9 Ab binder – small molecules binding HIV-1 gp120 antibody PG9; TR-FRET gp120-PG9 antibody binding; inhibition, % at 6.7 µM; hit rate 0.43% among 360,000; AID 624416; in the data active means inhibition above about 8.5%
GC-A act – GC-A (human) enzyme activation | P16066 | HEK293 GC-A cells, cGMP TR-FRET, EC30 ANP; 0% at EC30 ANP, 100% saturating ANP | activation, % at 10 µM | hit rate 0.14% among 370,000; in the data active means activation above about 40%
Target sequence (P16066 whole entry, looked up): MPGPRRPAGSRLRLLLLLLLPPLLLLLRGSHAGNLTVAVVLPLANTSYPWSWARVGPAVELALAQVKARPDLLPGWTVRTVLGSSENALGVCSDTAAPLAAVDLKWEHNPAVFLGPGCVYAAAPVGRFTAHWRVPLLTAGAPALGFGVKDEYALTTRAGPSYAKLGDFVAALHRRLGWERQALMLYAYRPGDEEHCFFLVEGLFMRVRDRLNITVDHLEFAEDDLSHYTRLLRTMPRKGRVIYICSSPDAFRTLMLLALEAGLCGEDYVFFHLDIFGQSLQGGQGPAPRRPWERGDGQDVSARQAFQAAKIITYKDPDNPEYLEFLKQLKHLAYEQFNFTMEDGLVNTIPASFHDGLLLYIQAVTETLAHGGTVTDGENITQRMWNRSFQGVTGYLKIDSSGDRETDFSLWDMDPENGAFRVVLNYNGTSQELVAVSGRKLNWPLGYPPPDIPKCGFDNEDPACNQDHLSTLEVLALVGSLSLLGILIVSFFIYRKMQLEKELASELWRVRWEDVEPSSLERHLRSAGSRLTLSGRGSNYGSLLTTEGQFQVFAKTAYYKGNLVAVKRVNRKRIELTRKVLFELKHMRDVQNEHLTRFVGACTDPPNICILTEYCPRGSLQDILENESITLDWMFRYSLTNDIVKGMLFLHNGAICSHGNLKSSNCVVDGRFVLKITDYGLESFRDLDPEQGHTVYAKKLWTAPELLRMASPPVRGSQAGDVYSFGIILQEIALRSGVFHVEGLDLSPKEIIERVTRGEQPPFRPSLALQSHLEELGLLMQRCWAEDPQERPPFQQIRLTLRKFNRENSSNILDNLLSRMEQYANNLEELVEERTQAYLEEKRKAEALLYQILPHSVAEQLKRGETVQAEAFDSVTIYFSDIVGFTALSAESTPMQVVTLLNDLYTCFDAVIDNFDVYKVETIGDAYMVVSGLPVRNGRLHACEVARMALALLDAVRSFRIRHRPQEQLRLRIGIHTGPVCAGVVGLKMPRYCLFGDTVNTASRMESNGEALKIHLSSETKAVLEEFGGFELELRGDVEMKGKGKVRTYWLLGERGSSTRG
hgDAF-12 ag – hgDAF-12 agonism, primary luciferase screen; HEK293 GAL4-hgDAF12 UAS-luciferase reporter, agonist luminescence; normalized to butyrate control; activation, % at 6.8 µM; AID 687014; hit rate 1.8% among 370,000;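 active means activation above a cutoff set at the mean of all screened compounds plus 3 SD, cut at about 10% in these data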;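 further: 0% = DMSO wells and 100% = sodium butyrate wells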
* = called active by the depositor; . = not tested or not shown.

Every second line gives: hcDAF12 agonist	DAX1 inh-2	DAX1 inh-1	SMARCA2 act	GC-A act	ADAM10 inh	ADAM17 inh	hgDAF-12 ag	PG9 Ab binder	ssDAF12 agonist	FXN GAA850 act
- Cc1nc(SCc2nc3ccccc3[nH]2)c2oc3ccc(Br)cc3c2n1
 : 0.4	0.1	-0.6	-2	6	-28	-3	2.9	-6.3	-0.6	3.6
- OCCC#Cc1ccc(CN2CCN(CCc3ccccc3)C(CCO)C2)cc1 (configuration not stated)
 : -0.6	-0.6	0.4	-2	2	13	-7	1.5	-0.9	-1.0	0.8
- COc1cccc(-c2ccc(CC[C@H]3O[C@H]4CC[C@@H](CO)O[C@H]4C[C@H]3NS(C)(=O)=O)cc2)c1
 : -0.6	0.0	.	3	-2	12	3	2.0	.	-1.1	.
- O=C(Nc1ccccc1)C1Cc2c(-c3ccccc3Oc3ccccc3)ccnc2O1 (configuration not stated)
 : -2.5	-1.4	.	-5	-12	11	4	-1.0	-0.9	-1.5	-2.7
- Cc1ccc(CN2C(=O)CCC2C(=O)NCCCN2CCOCC2)cc1 (configuration not stated)
 : -0.8	-0.2	-1.0	1	2	-2	-4	-1.0	1.1	-1.1	-1.2
- CC(=O)C12CCCCC1CC1[C@@H]3CC(C)C4=CC(=O)CC[C@]4(C)C3CC[C@@]12C (some centres not stated)
 : -2.3	0.0	-0.2	-1	-6	-1	-4	-2.1	0.6	-1.0	3.7
- Cc1ccc2[nH]c(C(=O)N3CCOCC3)cc2c1
 : -0.8	0.2	0.3	1	0	-7	-4	1.8	-0.8	-1.4	1.1
- CC(C)(C)[C@H]1C=C(C(=O)NC2CC2)O[C@@H](OCc2ccc(CO)cc2)C1
 : -0.7	-0.5	0.2	1	-2	1	4	-2.1	-1.3	-1.4	-1.9
- O=C(Nc1nc(OCC(F)(F)F)cnc1/C=C\c1ccccc1)c1ccsc1
 : -0.1	-0.1	.	2	-1	-70	-18	3.8	-0.9	-1.3	0.3
- CCN1Cc2nnn(Cc3ccccc3)c2-c2ccccc2S1(=O)=O
 : -2.0	0.5	.	0	1	2	1	1.7	.	-1.5	.
- CCCSc1nc2c(cnn2-c2ccc(F)cc2)c(=O)[nH]1
 : 0.2	1.0	1.7	-2	4	12	3	0.7	0.6	-1.0	2.4
- CC1CC(Nc2ccccc2)c2ccccc2N1C(=O)c1ccco1 (configuration not stated)
 : -2.0	-0.7	2.0	-6	-11	-2	-1	-1.6	0.7	-1.3	0.6
- c1ccc(N/N=C(\Cc2nc3ccccc3[nH]2)c2ccccc2)cc1
 : 4.3	0.6	0.8	2	-19	-16	-5	7.7	-2.5	-0.6	1.1
- O=C(CN1CCOCC1)Nc1cc(Cl)ccc1Cl
 : -0.6	0.4	-0.6	2	-1	6	0	-0.2	-0.9	-1.8	2.5
- Cc1cccc(-n2c(CNC(=O)c3ccc(S(=O)(=O)N4CCCC4)cc3)n[nH]c2=S)c1
 : -0.7	0.3	0.0	-2	0	0	0	2.5	0.8	-1.1	-0.5
- CC(C)c1ccc(S(=O)(=O)NC2CCS(=O)(=O)C2)cc1 (configuration not stated)
 : -1.0	-0.5	-1.9	-3	3	-18	1	-4.8	-2.2	-1.7	1.8
- Cn1c(Cc2ccccc2)nnc1SCC(=O)NC1CC1
 : -0.4	-0.4	0.9	-3	-2	4	-3	-0.5	-0.6	-0.9	-1.0
- CCOc1ccccc1N1CC(C(=O)Nc2ccccc2N2CCOCC2)CC1=O (configuration not stated)
 : -0.1	-0.8	-0.8	0	2	-4	-1	-0.2	-1.4	-1.2	0.3
- Cc1cc(C)nc(SCC(=O)N2CCC(C(N)=O)CC2)n1
 : 1.0	0.3	0.5	-1	0	-8	-6	-0.1	2.2	-1.1	2.2
- COc1c2c(cc3ccc(=O)oc13)CCO2
 : -1.4	-0.1	-0.9	0	2	-334	-139	1.5	1.7	-1.6	1.8
- CCC(=O)Oc1ccc(C(=O)Nc2ccc([N+](=O)[O-])cc2)cc1
 : 1.0	1.4	2.7	4	5	5	1	9.9	0.3	-1.3	0.6
- Nc1sc2c(c1C(=O)NC1CCS(=O)(=O)C1)CCCC2 (configuration not stated)
 : -2.6	-0.3	-0.2	-2	0	-29	-8	-2.0	0.6	-1.3	-0.5
- CC(C)N(Cc1nc(-c2ccccc2)no1)S(=O)(=O)c1ccccc1
 : -2.9	-0.4	-0.3	-1	0	-14	1	-1.6	-1.0	-1.8	-0.2
- CCC(C(=O)NNC(=O)c1cnccn1)c1ccccc1 (configuration not stated)
 : -0.8	-0.4	-0.6	8.1*	4	0	4	1.1	-1.0	-1.6	-1.2
- C=CCc1c(C)nc(C)nc1N/N=C/c1ccc([N+](=O)[O-])cc1
 : -0.7	-0.8	-0.3	-1	-1	1	-2	-0.2	0.8	-1.2	-1.9
- O=c1cc(Nc2ccc3c(c2)OCCO3)[nH]c(=O)n1-c1ccc(Cl)cc1
 : -1.6	-0.1	-0.4	-1	5	-14	-9	-1.6	-0.3	-1.4	-2.3
- CCCN1CC=C2C(C#N)=C(N)C(C#N)(C#N)C(c3cc(OC)ccc3OC)C2C1 (configuration not stated)
 : 0.3	-0.7	-0.5	-1	-27	-74	-28	-1.9	-1.4	-1.1	1.5
- CC(=O)c1ccc(N(CC(=O)NC2CCCC2)C(=O)c2csnn2)cc1
 : 1.5	0.2	-1.6	1	1	-1	2	1.5	-2.1	-0.6	3.1
- Cc1cc(=O)[nH]c(SCC(=O)NC(c2ccccc2)c2ccccc2)n1
 : -0.5	0.3	0.7	2	2	7	-1	-0.7	-1.1	-1.3	3.6
- O=C(Nc1cccc2ncccc12)c1ccc(F)cc1
 : 0.8	-0.1	-0.1	-4	4	3	2	-3.5	1.3	-1.4	-1.0

The closing three compounds of the section before lead into the next.
Every second line gives: hcDAF12 agonist	DAX1 inh-2	DAX1 inh-1	SMARCA2 act	GC-A act	ADAM10 inh	ADAM17 inh	hgDAF-12 ag	PG9 Ab binder	ssDAF12 agonist	FXN GAA850 act
- CC(=O)c1ccc(N(CC(=O)NC2CCCC2)C(=O)c2csnn2)cc1
 : 1.5	0.2	-1.6	1	1	-1	2	1.5	-2.1	-0.6	3.1
- Cc1cc(=O)[nH]c(SCC(=O)NC(c2ccccc2)c2ccccc2)n1
 : -0.5	0.3	0.7	2	2	7	-1	-0.7	-1.1	-1.3	3.6
- O=C(Nc1cccc2ncccc12)c1ccc(F)cc1
 : 0.8	-0.1	-0.1	-4	4	3	2	-3.5	1.3	-1.4	-1.0
- Cc1cccc(/C=N/n2c(C)nc3ccccc3c2=O)c1
 : -1.9	0.1	-0.1	-2	4	3	-5	1.6	-0.2	-1.1	0.6
- O=C(NNC(=S)NC(=O)c1ccccc1)c1cccnc1
 : 2.1	1.0	-0.6	-1	4	-1	-4	1.3	-1.5	-0.9	0.9
- CCOc1ccc(NC(=O)Nc2c(C)n(C)n(-c3ccccc3)c2=O)cc1
 : -0.7	-0.1	0.1	-1	0	-3	-5	-0.7	-2.2	-0.9	-1.5
- CCNc1nc(NCC)nc(C(=O)Nc2ccccc2)n1
 : -1.1	0.0	-0.3	-3	-1	4	-4	-1.2	1.8	-1.4	0.3
- CCN(c1ccc(OC)cc1)S(=O)(=O)c1ccc2c(c1)CC(C)N2C(=O)C1CC1 (configuration not stated)
 : -2.2	0.2	-0.6	1	-2	12	1	1.3	-1.9	-0.7	-0.1
- C/C=C(\C)CN1CCN(c2cccc(C)c2C)CC1
 : 0.2	0.5	-0.6	-2	-2	0	-3	1.4	-1.2	-1.4	1.6
- Cn1cc(C(c2ccccn2)c2cn(C)c3ccccc23)c2ccccc21
 : 1.7	-0.6	0.3	1	-21	11	3	-1.1	-1.4	-0.3	-0.2
- CN(CC(=O)Nc1ncn[nH]1)S(=O)(=O)c1cc(Cl)ccc1Cl
 : 2.1	0.1	-0.4	2	4	10	4	2.9	-1.7	-1.2	1.4
- COc1ccc(N2CCN(C(c3ccccc3)c3nnnn3C(C)(C)C)CC2)cc1 (configuration not stated)
 : -1.8	-1.2	.	-2	2	-6	-6	-1.7	-1.5	-1.1	.
- O=C1Nc2cc(Cl)ccc2Nc2cscc21
 : -0.9	0.3	0.0	1	-2	-8	-4	-0.6	-2.8	-0.3	0.5
- CCC(C)N(C(=O)Cn1nnc2ccccc21)C(C(=O)NCc1ccco1)c1cccc(OC)c1 (configuration not stated)
 : -3.0	-0.8	-0.4	-2	0	-2	-1	-2.3	1.4	-1.2	-3.2
- CCCCCN(C(=O)NC(=O)Nc1cccc(C)c1C)S(C)(=O)=O
 : 0.7	0.6	-1.2	-1	-4	6	5	-0.6	-2.9	-1.2	2.3
- O=C(CSc1n[nH]c(-c2ccco2)n1)Nc1sc2c(c1C(=O)Nc1ccccc1)CCCC2
 : -1.0	-0.3	0.6	-2	-6	-3	-8	0.8	3.2	-0.5	-0.5
- CN1CCc2c(OCC(=O)NC3CCCCC3)cccc2C1=O
 : -2.5	-1.6	0.0	2	1	-6	-2	0.8	-1.1	-1.4	0.6
- Cc1cc(=O)n2c(nc3ccccc32)s1
 : -0.1	1.3	1.1	5	2	-8	-2	9.2	1.0	-0.2	1.5
- CCOc1ccc(N2C(=O)Nc3ccc(Br)cc3C2(O)C(=O)NCCN(C)C)cc1 (configuration not stated)
 : 1.5	0.4	0.3	1	0	6	-1	-1.4	-0.3	-1.0	0.6
- Cc1cc(OCc2cc(C(=O)N3CCN(CC4CC4)CC3)no2)cc(C)c1Cl
 : -1.7	-0.4	1.0	-1	2	-8	0	1.5	-1.3	-0.9	-1.4
- CC(=O)Nc1ccc(C(=O)OCC(=O)Nc2ccc([N+](=O)[O-])cc2C(F)(F)F)cc1
 : -0.2	0.4	2.8	1	0	1	-3	0.8	1.4	-0.6	-0.3
- CCOC(=O)c1cc(C(=O)OCC)c(=O)[nH]c1SCc1ccccc1
 : 0.2	0.2	-0.8	3	-4	1	-4	2.7	-0.7	-1.2	-1.3
- S=c1[nH]nc(COc2ccccc2)n1/N=C/c1ccc(Cl)cc1
 : 0.4	0.4	-0.3	0	-2	-1	2	1.0	0.6	-1.3	2.7
- CC(=O)N1CCc2cc(S(=O)(=O)NC3CCCCC3)ccc21
 : -1.1	-0.5	2.3	-1	4	5	-1	-0.1	-1.8	-1.4	0.3
- CCS(=O)(=O)N1CCC(C(=O)NCCCN2CCN(c3ccccc3F)CC2)CC1
 : -2.0	-0.4	0.9	2	-1	8	1	-1.1	-1.4	-1.2	1.6
- CC(C)Cc1nnc(NC(=O)CN2C(=O)NC3(CCCCC3)C2=O)s1
 : 1.5	-0.4	0.3	-2	1	0	3	-1.7	-0.2	-1.4	0.8
- O=C1N[C@@H](Cc2ccccc2)C(=O)N2[C@H]1C[C@]1([C@]34C[C@H]5C(=O)N[C@@H](Cc6ccccc6)C(=O)N5[C@H]3N(S(=O)(=O)c3ccccc3)c3ccccc34)c3ccccc3N(S(=O)(=O)c3ccccc3)[C@H]21
 : 1.1	-0.8	0.5	2	1	6	1	-1.4	-1.5	-1.2	1.2

Bioassay records as filed in PubChem BioAssay.
